# NSD2 inh: inhibitors of human NSD2, primary screen, biochemical, plate reader, single point | Histone-lysine N-methyltransferase NSD2 (Homo sapiens), O96028 | NSD2-SET H3K36me1 DELFIA fluorescence | inhibition, % at 12.5 µM | hit rate 0.07% among 44,000; in the data active = inhibition above about 54%, passing the limit was not always enough; inconclusive = no clear call, values can overlap the other calls;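 note: inhibitors reduce the monomethyl H3K36 fluorescence signal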
# Target sequence (O96028 whole entry, looked up): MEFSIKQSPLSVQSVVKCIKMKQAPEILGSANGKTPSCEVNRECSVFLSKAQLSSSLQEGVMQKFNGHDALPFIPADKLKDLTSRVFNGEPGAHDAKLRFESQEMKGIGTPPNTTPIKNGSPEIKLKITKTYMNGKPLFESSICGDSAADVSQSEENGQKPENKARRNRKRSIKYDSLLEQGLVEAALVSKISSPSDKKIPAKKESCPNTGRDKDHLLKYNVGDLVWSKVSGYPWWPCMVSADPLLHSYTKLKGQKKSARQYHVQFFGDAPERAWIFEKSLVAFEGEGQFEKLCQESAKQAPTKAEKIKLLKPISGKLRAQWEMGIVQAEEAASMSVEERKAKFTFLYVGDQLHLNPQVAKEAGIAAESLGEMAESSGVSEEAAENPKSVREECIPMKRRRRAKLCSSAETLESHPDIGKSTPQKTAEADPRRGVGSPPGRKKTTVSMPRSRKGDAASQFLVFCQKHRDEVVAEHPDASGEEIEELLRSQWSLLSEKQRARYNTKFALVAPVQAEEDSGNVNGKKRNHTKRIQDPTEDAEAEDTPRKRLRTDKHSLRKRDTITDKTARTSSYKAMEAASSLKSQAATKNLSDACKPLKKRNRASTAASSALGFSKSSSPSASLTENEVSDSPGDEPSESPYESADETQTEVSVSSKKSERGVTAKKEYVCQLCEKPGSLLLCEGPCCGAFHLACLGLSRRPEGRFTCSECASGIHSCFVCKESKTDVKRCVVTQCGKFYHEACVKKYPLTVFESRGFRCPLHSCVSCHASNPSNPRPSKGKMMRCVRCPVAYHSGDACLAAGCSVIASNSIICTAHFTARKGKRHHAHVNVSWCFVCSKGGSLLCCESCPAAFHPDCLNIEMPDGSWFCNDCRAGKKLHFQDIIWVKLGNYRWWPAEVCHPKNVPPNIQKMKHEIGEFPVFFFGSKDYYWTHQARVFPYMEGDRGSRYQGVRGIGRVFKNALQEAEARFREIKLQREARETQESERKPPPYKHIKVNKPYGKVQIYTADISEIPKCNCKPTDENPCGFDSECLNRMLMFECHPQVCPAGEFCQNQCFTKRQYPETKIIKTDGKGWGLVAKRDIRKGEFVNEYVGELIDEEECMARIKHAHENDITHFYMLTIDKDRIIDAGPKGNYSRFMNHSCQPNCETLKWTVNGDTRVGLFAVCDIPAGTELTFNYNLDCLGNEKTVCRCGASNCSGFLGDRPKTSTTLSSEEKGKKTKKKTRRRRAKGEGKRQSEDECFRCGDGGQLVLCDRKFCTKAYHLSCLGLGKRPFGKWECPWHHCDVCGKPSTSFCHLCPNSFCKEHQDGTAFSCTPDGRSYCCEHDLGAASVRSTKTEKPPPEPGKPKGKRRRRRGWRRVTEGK
# * marks the source's active call; other numbers are inactive results; ? = inconclusive.
SMILES,NSD2 inh
C[C@H](CO)N1C[C@H](C)[C@@H](CN(C)S(=O)(=O)c2ccc(Cl)cc2)Oc2ccc(NC(=O)Cn3cnnn3)cc2CC1=O,2
C[C@@H]1CN([C@@H](C)CO)C(=O)c2cc(-c3ccc(F)cc3)cnc2O[C@@H]1CN(C)C(=O)CN(C)C,1
C[C@@H]1CN([C@@H](C)CO)C(=O)c2cc(NC(=O)Nc3ccc(F)cc3)ccc2O[C@@H]1CN(C)Cc1ccncc1,-3
COc1ccc(NC(=O)N(C)C[C@H]2Oc3cc(C#CCN(C)C)ccc3S(=O)(=O)N([C@H](C)CO)C[C@H]2C)cc1,8
COc1ccccc1C#Cc1cnc2c(c1)C(=O)N([C@H](C)CO)C[C@@H](C)[C@@H](CN(C)C(=O)CN(C)C)O2,-1
C[C@@H]1CCCCO[C@H](CN(C)Cc2ccc3c(c2)OCO3)[C@H](C)CN([C@H](C)CO)C(=O)c2cc(NC(=O)CCC(F)(F)F)ccc2O1,-2
O=C(C[C@H]1C[C@@H]2c3cc(NC(=O)NC4CCCC4)ccc3O[C@@H]2[C@@H](CO)O1)NCCN1CCCCC1,1
C=CCN1CCCc2c(-c3ccc(OCCO)cc3)noc2-c2cc(OC)c(OC)cc2CC1,-1
COC(=O)C[C@H]1C=C[C@@H](NC(=O)Nc2ccc(C(F)(F)F)cc2)[C@@H](CO)O1,-5
C[C@H](CO)N1C[C@H](C)[C@@H](CN(C)C(=O)Nc2ccccc2)Oc2ccc(NC(=O)Nc3ccccc3)cc2C1=O,1
C[C@@H]1CC(=O)c2c(ccc3c2C(=O)c2cccc(O)c2C3=O)C1,2
C[C@@H]1CN([C@H](C)CO)C(=O)c2cc(NS(=O)(=O)c3ccccc3)ccc2O[C@@H]1CN(C)C(=O)Nc1ccccc1,-3
C[C@@H]1CCCCO[C@@H](CN(C)C(=O)Nc2ccccc2)[C@@H](C)CN([C@H](C)CO)C(=O)c2cc(NS(=O)(=O)c3ccccc3)ccc2O1,1
C[C@@H]1CN([C@@H](C)CO)C(=O)c2cc(-c3ccc(C(=O)N(C)C)cc3)cnc2O[C@H]1CN(C)Cc1ccc(C(=O)O)cc1,2
C[C@@H]1CCCCO[C@H](CN(C)C(=O)Nc2cccc3ccccc23)[C@H](C)CN([C@@H](C)CO)C(=O)c2cc(NC(=O)CCCN(C)C)ccc2O1,24
C[C@H]1CN([C@@H](C)CO)C(=O)c2cc(NC(=O)C3CC3)ccc2O[C@@H]1CN(C)S(=O)(=O)c1cn(C)cn1,-1
CC(C)CC#Cc1ccc2c(c1)O[C@H](CN(C)C(=O)c1cnccn1)[C@H](C)CN([C@H](C)CO)S2(=O)=O,-4
COc1ccc(NC(=O)N(C)C[C@H]2OCCCC[C@@H](C)Oc3ccc(NC(=O)CCCN(C)C)cc3C(=O)N([C@@H](C)CO)C[C@H]2C)cc1,-2
O=C(Nc1cc(Br)ccc1C(=O)NCc1cccc(O)c1)c1ccccc1,1
COc1ccc(NC(=O)N(C)C[C@H]2OCCCC[C@H](C)Oc3ccc(NC(=O)C4CCCCC4)cc3C(=O)N([C@H](C)CO)C[C@H]2C)cc1,-3
C[C@@H]1CN([C@H](C)CO)C(=O)Cc2cc(NC(=O)c3ccncc3)ccc2O[C@@H]1CN(C)Cc1ccc2c(c1)OCO2,-3
COc1ccc(NC(=O)N(C)C[C@@H]2Oc3ccc(NC(=O)Nc4ccc(F)cc4)cc3C(=O)N([C@@H](C)CO)C[C@@H]2C)cc1,0
Cc1ccc(S(=O)(=O)Nc2ccc3c(c2)CC(=O)N([C@@H](C)CO)C[C@H](C)[C@H](CN(C)CC2CC2)O3)cc1,-1
C[C@@H]1CN([C@H](C)CO)C(=O)c2cc(NS(=O)(=O)c3ccc(F)cc3)ccc2O[C@@H]1CN(C)S(=O)(=O)c1ccccc1,-2

# Continued; it opens with the four that closed the last part.
SMILES,NSD2 inh
C[C@@H]1CN([C@H](C)CO)C(=O)Cc2cc(NC(=O)c3ccncc3)ccc2O[C@@H]1CN(C)Cc1ccc2c(c1)OCO2,-3
COc1ccc(NC(=O)N(C)C[C@@H]2Oc3ccc(NC(=O)Nc4ccc(F)cc4)cc3C(=O)N([C@@H](C)CO)C[C@@H]2C)cc1,0
Cc1ccc(S(=O)(=O)Nc2ccc3c(c2)CC(=O)N([C@@H](C)CO)C[C@H](C)[C@H](CN(C)CC2CC2)O3)cc1,-1
C[C@@H]1CN([C@H](C)CO)C(=O)c2cc(NS(=O)(=O)c3ccc(F)cc3)ccc2O[C@@H]1CN(C)S(=O)(=O)c1ccccc1,-2
CC(=O)N(C)C[C@H]1Oc2ncc(-c3cncnc3)cc2C(=O)N([C@H](C)CO)C[C@@H]1C,7
Cc1noc(C)c1NC(=O)N(C)C[C@H]1Oc2ccc(NS(=O)(=O)c3cccs3)cc2C(=O)N([C@@H](C)CO)C[C@@H]1C,-4
Cc1noc(C)c1S(=O)(=O)Nc1ccc2c(c1)C(=O)N([C@@H](C)CO)C[C@@H](C)[C@H](CN(C)S(C)(=O)=O)OCCCC[C@@H](C)O2,7
C[C@@H]1CN([C@@H](C)CO)C(=O)c2cc(/C=C/c3ccccc3)cnc2O[C@@H]1CN(C)C(=O)CN(C)C,3
C/C=C/c1cnc2c(c1)C(=O)N([C@@H](C)CO)C[C@@H](C)[C@H](CN(C)C(=O)c1cnccn1)O2,0
C[C@@H]1CN([C@H](C)CO)C(=O)c2cc(NS(C)(=O)=O)ccc2O[C@@H]1CN(C)Cc1ccc(-c2ccccc2)cc1,0
COc1ccc(NC(=O)Nc2ccc3c(c2)C(=O)N([C@H](C)CO)C[C@@H](C)[C@@H](CN(C)S(=O)(=O)c2ccc(Cl)cc2)O3)cc1,-1
O=C(Cc1ccccc1)N[C@H]1C=C[C@H](CC(=O)N2CCOCC2)O[C@H]1CO,-2
COc1ccc(-c2cnc3c(c2)C(=O)N([C@H](C)CO)C[C@H](C)[C@H](CN(C)Cc2ccccc2)O3)cc1,-1
C[C@H](CO)N1C[C@H](C)[C@H](CN(C)C(=O)CCCN(C)C)OCCCC[C@H](C)Oc2ccc(NC(=O)NC3CCCCC3)cc2C1=O,1
O=C(C[C@H]1C=C[C@@H](NC(=O)CC2CC2)[C@H](CO)O1)NCc1ccc(-c2ccccc2)cc1,2
C[C@@H]1CN([C@H](C)CO)C(=O)Cc2cc(NC(=O)Cn3cnnn3)ccc2O[C@H]1CN(C)Cc1ccc(C(=O)O)cc1,8
C[C@@H]1CN([C@@H](C)CO)C(=O)c2cc(NS(=O)(=O)c3ccc(Cl)cc3)ccc2O[C@@H]1CN(C)C,-2
C[C@@H]1CN([C@@H](C)CO)C(=O)c2cccc(NS(=O)(=O)c3ccccc3)c2O[C@@H]1CN(C)C(=O)Nc1ccc(F)cc1,1
C[C@@H]1CN([C@@H](C)CO)C(=O)c2cc(C#CCN(C)C)cnc2O[C@H]1CN(C)C(=O)c1cccnc1,0
C[C@@H]1CN([C@H](C)CO)C(=O)c2cc(NC(=O)c3ccccc3)ccc2O[C@@H](C)CCCCO[C@@H]1CN(C)Cc1ccc2c(c1)OCO2,4
O=C(C[C@@H]1CC[C@@H](NC(=O)c2cccc(F)c2)[C@H](CO)O1)NCc1ccc(Oc2ccccc2)cc1,4
CC12CCCCC1C1(C=CC(=O)C=C1)C(c1ccccc1)=N2 (centres undefined),1
COc1ccc(S(=O)(=O)Nc2ccc3c(c2)CC(=O)N([C@H](C)CO)C[C@H](C)[C@H](CN(C)Cc2ccncc2)O3)cc1,4
COc1ccc(-c2cnc3c(c2)C(=O)N([C@@H](C)CO)C[C@@H](C)[C@@H](CN(C)C(=O)C2CCOCC2)O3)cc1,2
C[C@@H]1CN([C@H](C)CO)C(=O)Cc2cc(NC(=O)Nc3ccc(C(F)(F)F)cc3)ccc2O[C@H]1CN(C)C(=O)Nc1ccc2c(c1)OCO2,-17
Cc1noc(C)c1S(=O)(=O)N(C)C[C@H]1Oc2ccc(NC(=O)Nc3cccc4ccccc34)cc2CC(=O)N([C@@H](C)CO)C[C@@H]1C,-14
C[C@H]1CN([C@@H](C)CO)C(=O)c2cc(C#CCc3ccccc3)cnc2O[C@H]1CN(C)CC1CCOCC1,-2
C[C@@H]1CN([C@H](C)CO)C(=O)c2cc(-c3ccc(C(=O)N(C)C)cc3)cnc2O[C@H]1CN(C)C(=O)C1CC1,4
C[C@H](CO)N1C[C@H](C)[C@@H](CN(C)C(=O)NC2CCCCC2)Oc2ccc(NC(=O)CCCCCC(=O)Nc3ccccc3N)cc2C1=O,-2
COc1ccccc1N1CCN(CCCCNC(=O)c2ccc(-c3ccc(C(C)=O)cc3)cc2)CC1,5
CNC[C@H]1Oc2ccc(NC(=O)Cc3cn(C)c4ccccc34)cc2C(=O)N([C@@H](C)CO)C[C@@H]1C,0
Cc1ccc(S(=O)(=O)Nc2ccc3c(c2)C(=O)N([C@@H](C)CO)C[C@H](C)[C@H](CN(C)Cc2ccc(Oc4ccccc4)cc2)O3)cc1,0
CCC(=O)N(C)C[C@@H]1Oc2cc(C#CC3CCCCC3)ccc2S(=O)(=O)N([C@H](C)CO)C[C@@H]1C,-8
COc1ccc(NC(=O)N(C)C[C@H]2Oc3ncc(-c4cccnc4)cc3C(=O)N([C@@H](C)CO)C[C@H]2C)cc1,6
COc1ccc(CN(C)C[C@@H]2Oc3ccc(NC(=O)C4CC4)cc3C(=O)N([C@H](C)CO)C[C@H]2C)cc1,0
C[C@H]1CCCCO[C@H](CN(C)Cc2ccc(Cl)c(Cl)c2)[C@@H](C)CN([C@@H](C)CO)C(=O)c2cc(N(C)C)ccc2O1,3
COc1ccc([Si](C)(C)[C@@H]2[C@@H](CCn3cc([C@H](O)c4ccccc4)nn3)O[C@]3(C(=O)N(c4ccccc4)c4ccccc43)[C@H]2C)cc1,18
CCC(=O)N[C@@H]1CC[C@H](CC(=O)NCc2cc(F)cc(F)c2)O[C@H]1CO,-3
C[C@@H]1CN([C@H](C)CO)C(=O)c2cc(NC(=O)Nc3ccc(F)cc3)ccc2O[C@@H]1CN(C)S(=O)(=O)c1cn(C)cn1,?
CCCC#Cc1ccc2c(c1)O[C@@H](CN(C)C(=O)c1cccnc1)[C@H](C)CN([C@@H](C)CO)S2(=O)=O,-3
C/C=C/c1ccc2c(c1)O[C@H](CN(C)Cc1ccncc1)[C@H](C)CN([C@@H](C)CO)S2(=O)=O,-2
C[C@H](CO)N1C[C@H](C)[C@H](CN(C)C(=O)Nc2ccccc2)Oc2c(NC(=O)CCCCCC(=O)Nc3ccccc3N)cccc2C1=O,2
C[C@H]1CN([C@@H](C)CO)C(=O)c2cc(NS(=O)(=O)c3cn(C)cn3)ccc2O[C@@H]1CN(C)S(=O)(=O)c1cn(C)cn1,-4
CC(C)NC(=O)N(C)C[C@H]1OCCCC[C@H](C)Oc2ccc(NS(=O)(=O)c3ccc(Cl)cc3)cc2C(=O)N([C@H](C)CO)C[C@@H]1C,2
COc1ccccc1C#Cc1ccc2c(c1)O[C@@H](CN(C)C)[C@H](C)CN([C@H](C)CO)S2(=O)=O,-2
C[C@H](CO)N1C[C@H](C)[C@@H](CN(C)C(=O)Nc2ccc3c(c2)OCO3)Oc2ccc(NS(=O)(=O)c3cn(C)cn3)cc2C1=O,12
Cc1noc(C)c1NC(=O)N(C)C[C@@H]1Oc2c(NC(=O)c3nc4ccccc4s3)cccc2C(=O)N([C@@H](C)CO)C[C@@H]1C,4
CC(C)CC#Cc1cnc2c(c1)C(=O)N([C@@H](C)CO)C[C@@H](C)[C@H](CN(C)Cc1ccccc1F)O2,-2
C[C@@H]1CCCCO[C@@H](CN(C)Cc2ccc3c(c2)OCO3)[C@@H](C)CN([C@@H](C)CO)C(=O)c2cc(NC(=O)Nc3cccc4ccccc34)ccc2O1,-1
Cc1noc(C)c1NC(=O)Nc1ccc2c(c1)C(=O)N([C@H](C)CO)C[C@@H](C)[C@H](CN(C)C(=O)Nc1ccc(F)cc1)O2,-1
C[C@@H]1CN([C@@H](C)CO)C(=O)Cc2cc(NC(=O)Cn3cnnn3)ccc2O[C@H]1CN(C)Cc1ccc(C(F)(F)F)cc1,5
C[C@H]1CN([C@@H](C)CO)S(=O)(=O)c2ccc(C#CC3CCCCC3)cc2O[C@@H]1CN(C)Cc1cccnc1,-1

# Reformatted bar-delimited: entries from further up.
SMILES | NSD2 inh
C[C@H](CO)N1C[C@H](C)[C@@H](CN(C)C(=O)Nc2ccc3c(c2)OCO3)Oc2ccc(NS(=O)(=O)c3cn(C)cn3)cc2C1=O | 12
CC(C)NC(=O)N(C)C[C@H]1OCCCC[C@H](C)Oc2ccc(NS(=O)(=O)c3ccc(Cl)cc3)cc2C(=O)N([C@H](C)CO)C[C@@H]1C | 2
C[C@@H]1CN([C@@H](C)CO)C(=O)Cc2cc(NC(=O)Cn3cnnn3)ccc2O[C@H]1CN(C)Cc1ccc(C(F)(F)F)cc1 | 5
COc1ccccc1C#Cc1ccc2c(c1)O[C@@H](CN(C)C)[C@H](C)CN([C@H](C)CO)S2(=O)=O | -2

# New compounds follow
SMILES,NSD2 inh
C[C@@H]1CCCCO[C@H](CN(C)Cc2ccncc2)[C@@H](C)CN([C@@H](C)CO)C(=O)c2cc(NC(=O)CCC(F)(F)F)ccc2O1,4
C[C@@H]1CN([C@H](C)CO)S(=O)(=O)c2ccc(-c3ccccc3)cc2O[C@@H]1CN(C)Cc1cccc(F)c1,-1
C[C@H](CO)N1C[C@H](C)[C@H](CN(C)C(=O)CN(C)C)Oc2ncc(C#Cc3ccccc3)cc2C1=O,1
C[C@@H]1CN([C@@H](C)CO)C(=O)c2cccc(NC(=O)Nc3ccccc3)c2O[C@H]1CN(C)S(C)(=O)=O,-1
COc1ccc(NC(=O)N(C)C[C@@H]2Oc3ccc(NC(=O)CCN4CCOCC4)cc3C(=O)N([C@H](C)CO)C[C@H]2C)cc1,3
O=C(C[C@H]1C[C@H]2c3cc(NC(=O)C4CCC4)ccc3O[C@H]2[C@@H](CO)O1)NCCN1CCCCC1,12
C[C@@H](NC(=O)C[C@@H]1C[C@H]2c3cc(NC(=O)C4CCOCC4)ccc3O[C@H]2[C@H](CO)O1)c1ccccc1,3

# Not all compounds are listed; count on the stated rates, not on these rows.
